Compound activity from PubChem BioAssay.
Cycloheximide cs: Cycloheximide Counterscreen for Small Molecule Inhibitors of Shiga Toxin. cell reporter, cycloheximide protein synthesis inhibition counterscreen. max response, %. 12% of 300,000 active. AID 2314, 2010; in the data active means max response mostly above about 13%, no sharp cut-off; inactive means mostly below about 14%; further: read at 38.3 µM for the half of the compounds with a filed dose; 0% is about no effect
Tb PYK inh: qHTS of Trypanosoma Brucei Inhibitors; Potency, µM (titrated, usually from 76.8 µM), for the others: at the top dose activity, negative = inhibition, usual class: inhibitors; pyruvate kinase (Trypanosoma brucei), Q57TT1; 0.12% of 410,000 active; TbPYK enzyme, Kinase-Glo Plus ATP luminescence, 45 min; AID 624173, 2012; further: potency means the concentration at half of the fitted maximal effect; on the % scale 0 is the no-effect control and ±100 the full control effect; nearly all actives have a fitted effect of over 50% in size
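Readout: single end-point luminescence (Kinase-Glo Plus, 10 min). Reaction conditions were TbPYK/substrate plus 130 uM ADP, 45 min at RT, pH 7.2 TEA buffer. No-enzyme wells served as controls, and data were normalized before concentration-response fitting.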
Pf growth 48h: Primary qHTS for delayed death inhibitors of the malarial parasite plastid, 48 hour incubation | Potency, µM (highest dose often 28.7 µM), without a hit: top-dose activity change, negative = inhibition, actives largely listed as inhibitors | 5.9% of 310,000 active | AID 504832, 2011 | P. falciparum luciferase growth in erythrocytes, 48 h; further: potency means the concentration at half of the fitted maximal effect; on the % scale 0 is the no-effect control and ±100 the full control effect
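Erythrocytes infected with P. falciparum carrying an integrated firefly luciferase reporter (2% hematocrit, 0.1% parasitemia final) were exposed to compounds in RPMI 1640 with 0.5% Albumax at 37 C, 5% CO2. Growth inhibition was scored as reduced luminescence.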
AMA1-RON2 inh: qHTS for Inhibitors of AMA1-RON; Towards Development of Antimalarial Drug Lead: Primary Screen | Plasmodium falciparum AMA1 (3D7) - RON2 peptide interaction | AlphaScreen AMA1-biotinylated RON2 peptide binding | Potency, µM (highest dose often 58.2 µM), inactives show top-dose activity change, negative = inhibition, actives largely listed as inhibitors | 0.2% of 360,000 active;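 further: potency means the concentration at half of the fitted maximal effect; 0% = vehicle wells and -100% = peptide control; nearly all actives have a fitted effect of over 45% in size; some results filed as inactive show a strong effect at the top dose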
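AMA1 (3D7) with his tag at 25 nM final met compounds first, then biotinylated RON2 peptide at 25 nM; detection used donor plus acceptor beads, 10 µg/mL apiece, read by AlphaScreen after 30 min at room temperature.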
Pf growth 96h: Primary qHTS for delayed death inhibitors of the malarial parasite plastid, 96 hour incubation. P. falciparum luciferase reporter growth, 96 h. Potency, µM (series often up to 28.7 µM), for inactives: at the highest dose activity change, negative = inhibition, usual class: inhibitors. 6.9% of 320,000 active. AID 504834, 2011; further: potency means the concentration at half of the fitted maximal effect; on the % scale 0 is the no-effect control and ±100 the full control effect
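Infected RBCs, 2% Hct / 0.05% parasitemia final; luciferase-reporter P. falciparum; cpd 96 h, 37 C, 5% CO2; luciferase detection reagent; luminescence.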
Shiga toxin inh: A qHTS for Small Molecule Inhibitors of Shiga Toxin. Vero cells, Shiga toxin protein synthesis inhibition reporter. inhibition, % at 38.7 µM. 9.2% of 290,000 active; in the data active means inhibition mostly above about 28%, no sharp cut-off; inactive means mostly below about 43%; further: 0% is about no effect
LmPK inhibitor: qHTS Assay for Inhibitors of Leishmania Mexicana Pyruvate Kinase (LmPK). 0.37% of 290,000 active. Q27686. Potency, µM (doses to about 57.5 µM), for inactives: top-dose activity change, negative = inhibition, actives largely listed as inhibitors. purified LmPK, Kinase-Glo ATP luminescence, 1 h. AID 1721, 2009; further: potency means the concentration at half of the fitted maximal effect; on the % scale 0 is the no-effect control and ±100 the full control effect
Target sequence (Q27686 whole entry, looked up): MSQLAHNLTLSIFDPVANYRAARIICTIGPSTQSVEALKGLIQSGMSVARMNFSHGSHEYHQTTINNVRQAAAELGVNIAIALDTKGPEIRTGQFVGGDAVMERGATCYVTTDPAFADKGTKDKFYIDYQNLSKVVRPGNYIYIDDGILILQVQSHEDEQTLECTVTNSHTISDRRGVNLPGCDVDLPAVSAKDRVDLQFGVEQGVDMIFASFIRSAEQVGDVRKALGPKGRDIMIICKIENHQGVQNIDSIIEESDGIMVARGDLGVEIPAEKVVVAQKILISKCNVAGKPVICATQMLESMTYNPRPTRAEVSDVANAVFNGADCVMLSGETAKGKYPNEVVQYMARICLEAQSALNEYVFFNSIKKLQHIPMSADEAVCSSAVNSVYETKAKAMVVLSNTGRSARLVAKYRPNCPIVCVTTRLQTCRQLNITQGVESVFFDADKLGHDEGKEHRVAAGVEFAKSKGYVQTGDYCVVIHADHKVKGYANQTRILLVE
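ATP generated from ADP (0.1 mM) and PEP (0.5 mM) by 0.1 nM LmPK over 1 h at room temperature (pH 7.2 imidazole buffer) was detected by coupled luciferase luminescence. Values were normalized to uninhibited and no-enzyme wells.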
The depositor's hits bear a star; ? = inconclusive; / = not tested or not shown; + = active, no number; [ ] = remark or other dose. Unless noted, the call rests on the fitted dose curve; in most records, active means well fitted curve in the direction sought with a large enough effect; inconclusive means small, poorly fitted or top-dose-only effect, or another doubt; inactive means no such curve, though single readings can be large; an effect the other way counts as inactive or inconclusive.

The opening 12 records, ahead of the listing:
SMILES | Cycloheximide cs | Tb PYK inh | Pf growth 48h | AMA1-RON2 inh | Pf growth 96h | Shiga toxin inh | LmPK inhibitor
Cc1nnsc1NC(=O)OCc1ccc(C(F)(F)F)cc1 | -3 | 3% | 37%[activator] | 3% | 42% | -7 | 0%
CC(C)Cc1nnc(NC(=O)CCC(=O)Nc2ccc(Cl)cc2)s1 | 0 | -13% | 15% | 6% | 0% | 1 | 3%
O=C(NC1CC1)C1CC(=O)N(C2CCCCC2)C1 (centres undefined) | -2 | -1% | 4% | -2% | / | -2 | -4%
C=CCn1c(=O)c2c(nc3n2CC(C)CN3CCc2ccccc2)n(C)c1=O (centres undefined) | 1 | 0% | -9% | -2% | ? | -10 | 3%
Cc1ccc(S(=O)(=O)NC(C)C(c2cccs2)N2CCN(c3ccccc3)CC2)cc1 (centres undefined) | 7 | -14% | ? | -29% | ? | 6 | -4%
CCc1ccc(NC(=O)CSc2n[nH]c(=O)n2C2CC2)cc1 | / | 3% | -12% | -1% | 7% | / | /
O=C(CCCCCN1C(=O)c2ccccc2C1=O)NCc1ccccn1 | 1 | 3% | -4% | 9% | ? | -6 | 1%
Cc1nn(-c2ccccc2)nc1C(=O)Nc1ccc2c(c1)OCCO2 | -2 | 2% | 36%[activator] | 7% | 0% | 6 | -4%
Cc1cccc(NC(=O)CC2C(=O)NCCN2C(=S)Nc2ccccc2)c1 (centres undefined) | 1 | -7% | -1% | 0% | ? | 5 | -1%
CC1=Nc2cc(C(=O)NCCCOC(C)C)ccc2Sc2ccc(C)cc21 | -9 | 2% | 7.4µM* | -4% | 45%[activator] | -10 | 0%
CCn1cc(/C=C(\NC(=O)c2ccccc2F)C(=O)N2CCOCC2)c2ccccc21 | 1 | -7% | -10% | -1% | ? | -5 | 0%
Cc1onc(-c2ccc(Cl)cc2)c1-c1ccnn1S(=O)(=O)c1cccc(C(F)(F)F)c1 | -3 | -8% | 1.7µM* | -19% | 3.3µM* | 2 | -1%

The list itself, from the first entry:
SMILES | Cycloheximide cs | Tb PYK inh | Pf growth 48h | AMA1-RON2 inh | Pf growth 96h | Shiga toxin inh | LmPK inhibitor
Cc1nnsc1NC(=O)OCc1ccc(C(F)(F)F)cc1 | -3 | 3% | 37%[activator] | 3% | 42% | -7 | 0%
CC(C)Cc1nnc(NC(=O)CCC(=O)Nc2ccc(Cl)cc2)s1 | 0 | -13% | 15% | 6% | 0% | 1 | 3%
O=C(NC1CC1)C1CC(=O)N(C2CCCCC2)C1 (centres undefined) | -2 | -1% | 4% | -2% | / | -2 | -4%
C=CCn1c(=O)c2c(nc3n2CC(C)CN3CCc2ccccc2)n(C)c1=O (centres undefined) | 1 | 0% | -9% | -2% | ? | -10 | 3%
Cc1ccc(S(=O)(=O)NC(C)C(c2cccs2)N2CCN(c3ccccc3)CC2)cc1 (centres undefined) | 7 | -14% | ? | -29% | ? | 6 | -4%
CCc1ccc(NC(=O)CSc2n[nH]c(=O)n2C2CC2)cc1 | / | 3% | -12% | -1% | 7% | / | /
O=C(CCCCCN1C(=O)c2ccccc2C1=O)NCc1ccccn1 | 1 | 3% | -4% | 9% | ? | -6 | 1%
Cc1nn(-c2ccccc2)nc1C(=O)Nc1ccc2c(c1)OCCO2 | -2 | 2% | 36%[activator] | 7% | 0% | 6 | -4%
Cc1cccc(NC(=O)CC2C(=O)NCCN2C(=S)Nc2ccccc2)c1 (centres undefined) | 1 | -7% | -1% | 0% | ? | 5 | -1%
CC1=Nc2cc(C(=O)NCCCOC(C)C)ccc2Sc2ccc(C)cc21 | -9 | 2% | 7.4µM* | -4% | 45%[activator] | -10 | 0%
CCn1cc(/C=C(\NC(=O)c2ccccc2F)C(=O)N2CCOCC2)c2ccccc21 | 1 | -7% | -10% | -1% | ? | -5 | 0%
Cc1onc(-c2ccc(Cl)cc2)c1-c1ccnn1S(=O)(=O)c1cccc(C(F)(F)F)c1 | -3 | -8% | 1.7µM* | -19% | 3.3µM* | 2 | -1%
O=C(c1ccccc1F)N1CCCC(C(=O)N2CCc3ccccc3C2)C1 (centres undefined) | -2 | 2% | 1% | 3% | -17% | -15 | -3%
COc1ccc(CNC(=O)COC(=O)c2nc3nc(C)cc(C)n3n2)cc1 | / | 5% | ? | 1%[11.6 µM] | ? | / | /
COc1cccc(Oc2cc(NN3CCCCC3)c([N+](=O)[O-])cc2[N+](=O)[O-])c1OC | 1 | -14% | -24% | ? | ? | -5 | -2%
O=C(/C=C/c1ccccc1)NCCSCc1ccccc1Cl | 11* | -8% | ? | 0% | ? | -23 | 4%
O=C(Cn1nnc(-c2ccc(OCc3ccccc3F)cc2)n1)N1CCOCC1 | 21* | -4% | 92%[activator] | -23% | / | + | 4%
Cc1ccc(S(=O)(=O)NNC(=O)CCC(=O)Nc2ccccc2)cc1 | 15 | 2% | 34%[activator] | 34%[activator] | 113%[activator] | 23 | -2%
COc1ccc(CC(=O)NNc2ncnc3c2cnn3-c2ccc(C)cc2)cc1OC | 15* | -4% | 26% | 34%[activator] | 0% | 33 | 5%
CC(C)(C)Sc1ccc([N+](=O)[O-])cc1C(=O)Nc1ccncc1 | 13 | -8% | ? | 14% | 0.93µM* | 52* | 5%
Cc1ccc(C=NCc2ccncc2)c(O)c1 | 8 | 0% | / | 36%[activator] | 6% | 20 | 2%
O=C(/C=C/c1ccccc1)Nc1ccc2c(c1)OCCO2 | 25* | 0% | 73%[activator] | -2% | ? | 30 | -25%
CN(Cc1ccco1)C(=O)C1CCN(c2nnc(-n3cccc3)s2)CC1 | -4 | -4% | -14% | 8% | 0% | 21 | -1%
Cn1c(N)c(C(=O)COC(=O)CCOc2ccc(C(C)(C)C)cc2)c(=O)n(C)c1=O | 5 | -13% | 42%[activator] | -10% | 26% | 39 | 0%
Cc1nc(C)c(-c2csc(Nc3ccc(N)cc3)n2)s1 | 35* | -1% | 19% | 2% | 34%[activator] | 69* | -4%
O=C1c2ccccc2C(=O)c2[nH]c(=O)[nH]c21 | -2 | -5% | / | -15% | 1.7µM* | 4 | -9%
CN(C(=O)Cn1cccc1C1=NC(c2ccccc2)CO1)c1ccccc1 (centres undefined) | -6 | -7% | -29% | -15% | 51%[activator] | -8 | 2%[11.5 µM]
O=C(O)C1C2C=CC(C2)C1C(=O)Nc1cccc(C(F)(F)F)c1 (centres undefined) | -3 | -4% | 4% | -8% | 0% | -5 | -1%
CCCN(CCC)C1CCc2ccc(O)cc2C1 (centres undefined) | / | -3% | ? | -2% | -3% | / | /
COCCNC(=O)C(c1cccs1)N(C(=O)Cn1nnc2ccccc21)c1cccc(C(C)=O)c1 (centres undefined) | -1 | 3% | ? | 15% | -29% | -9 | -6%
O=C(CSc1nncs1)NC(=O)NCc1ccco1 | 8 | 0% | 8% | -9% | 20% | 11 | 2%
COc1ccccc1C(=O)NCCC(=O)N1CCN(S(=O)(=O)c2ccc(Cl)cc2)CC1 | / | -8% | ? | -7% | 13µM* | / | /
COc1cc(CC(=O)Nc2ccc(S(=O)(=O)Nc3ncccn3)cc2)cc(OC)c1OC | -2 | -13% | -28% | -11% | 7% | 4 | 1%
Cc1ccc(Cl)cc1N1CCN(C(=O)CN2C(=O)c3cccc4cccc2c34)CC1 | -3 | -2% | ? | 12% | 15% | -5 | 3%
COc1ccc(C(=O)NNS(=O)(=O)c2ccc(OC)cc2)cc1 | 8 | 3% | 26% | 0% | ? | -16 | 3%
NC(=O)Nc1ccc(C(=O)OCC(=O)Nc2cccc(S(=O)(=O)NC3=NCCCCC3)c2)cc1 | 4 | 4% | ? | -5% | ? | -5 | 4%
CC(C)(C)n1nnnc1C(c1cccs1)N(Cc1cccnc1)Cc1ccco1 (centres undefined) | 1 | -3% | 10µM* | 0% | 7.4µM* | -2 | 3%
CCOc1ccc(C2=CSC3=NCCN23)cc1 | -4 | -3% | ? | 4% | 33%[activator] | -3 | 2%
O=C(COC(=O)CCC(=O)c1cccs1)Nc1cccc(S(=O)(=O)N2CCOCC2)c1 | -1 | 0% | ? | 11% | ? | -13 | 11%
CCOC(=O)C1=C(COC(=O)[C@H](C)NS(=O)(=O)c2ccc(NC(C)=O)cc2)NC(=O)NC1C (some centres undefined) | / | 0% | 5% | -7% | 5% | / | /
Cc1cc(N2CCN(S(=O)(=O)c3ccc(Cl)cc3)CC2)c2ccccc2n1 | -3 | -1% | / | -19% | / | -11 | 6%
O=C1Nc2ccccc2N=C(c2ccccc2)C1Br (centres undefined) | 14 | -13% | 18% | -16% | -21% | 46* | 1%
CCc1nc(SCC(=O)NCc2ccccc2)c2c(=O)n(C)c(=O)n(C)c2n1 | -4 | 1% | 6% | -3% | -3% | 3 | 1%
CS(=O)(=O)NNP(=O)(NNS(C)(=O)=O)NC(=O)c1ccc(Br)cc1 | 7 | 4% | 33% | 6% | 25% | 1 | -13%
COc1cc(C(C)=O)ccc1OCC(=O)OCC(=O)c1cc(C)n(CC2CCCO2)c1C (centres undefined) | / | -2% | 2% | -5% | 17% | / | /
Cc1cc(-c2ccc(C)c(S(=O)(=O)N3CCN(C(=O)c4ccco4)CC3)c2)on1 | -1 | -2% | 4% | -12% | ? | -3 | 6%
CC(=O)c1cnc2scnn2c1=O | -2 | -5% | -22% | 6% | 0% | -15 | -2%
COc1ccc(-c2[nH]ncc2[C@@H]2C[C@H]3CN(Cc4ccccc4C)C(=O)[C@]34CCCN24)cc1 | -2 | -1% | 3.3µM* | -9% | 6% | -28 | 3%
CC(C)CCN1C(=O)c2ccc(C(=O)Nc3cccc(S(N)(=O)=O)c3)cc2C1=O | -6 | -3% | 8% | 10% | 7% | 4 | 4%
CCC1Sc2ccccc2N(CC(=O)NCCC2=CCCCC2)C1=O (centres undefined) | 2 | -6% | / | 9% | ? | 21 | -1%

Going on with the list:
SMILES | Cycloheximide cs | Tb PYK inh | Pf growth 48h | AMA1-RON2 inh | Pf growth 96h | Shiga toxin inh | LmPK inhibitor
CC1CCc2onc(C(=O)O)c2C1 (centres undefined) | 2 | 0% | 5% | 0% | 0% | -9 | 5%
CN(Cc1ccc(Cl)c(Cl)c1)C(=O)c1ccccc1SCC(=O)N1CCCC1 | / | 1% | ? | -2% | ? | / | /
Cc1n[nH]c(=O)n1-c1ccc(C(C)C)cc1 | 4 | 2% | ? | 1% | 30% | -1 | 3%
CCOc1ccc(-n2c([S-])c(C(=O)Nc3ccc(S(=O)(=O)N4CCOCC4)cc3)[n+]3cc(C(N)=O)ccc23)cc1 | -3 | -2% | 12µM* | 6% | ? | -10 | 5%
CCn1c(SCC(=O)N2CCN(c3ccccc3)CC2)nc2c([nH]c3ccccc32)c1=O | -1 | 0% | -4% | 3% | -9% | -5 | -8%
